# Screening results as filed in PubChem BioAssay.
# UTI89 phage lysis: protection from phage-mediated lysis, alamar blue read-out – E. coli UTI89, K1F phage, bacterial capsule biogenesis inhibitors (AID 488966); E. coli UTI89 K1F phage lysis, alamar blue, 2 h; higher % means a stronger effect; one-dose inhibition, % at 100 µM; IC50 in µM for titrated hits; 0.02% of 340,000 active;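 active means phage lysis inhibition, versus mean bacterial control, above a set limit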;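 further: capsule biogenesis inhibitors block K1F phage lysis so surviving cells raise fluorescence; higher fluorescence means more inhibition of phage lysis; actives were called in the ten point dose series up to 300 µM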
# Siah-1 displacement: Siah-1 peptide-binding antagonists, primary screen, biochemical, fluorescence polarization, rhodamine-plectin, uHTS (AID 1817); displacement, % at 20 µM, or IC50 in µM where a hit was titrated; Siah-1 / rhodamine-plectin peptide fluorescence polarization; higher % means a stronger effect; 0.02% of 290,000 active;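 active means displacement of at least 50% at 20 µM, with a fluorescence ratio check between 0.3 and a set limit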;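 further: plate controls were Siah plus tracer with DMSO for no effect and tracer alone without Siah for full effect; strong numbers were not always called active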
# Lipid droplet: modulators of hepatic lipid droplet formation; AML12 mouse hepatocytes, oleate lipid droplets, BODIPY imaging; inhibition, % at 6.5 µM; 0.4% of 240,000 active; AID 1656;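 active means lipid droplet intensity inhibited by at least 50%, with more than 500 cells counted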
#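 Assay system: AML12 mouse liver cells | Compound: 6.5 µM single-point dosing | Schedule: Overnight exposure | Technique: Fluorescence imaging, 20x objective, two fields per well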
# Lipid droplet cells 6.5 µM: further read-out of Lipid droplet, marked with its call; cell count; measured here: cell count, cytotoxicity flag;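 cells counted across two imaged fields per well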
# Active calls of the source: *; [ ] = another dose, or the depositor's remark. Some of the compounds tested, so the mix of outcomes need not match the whole.
SMILES,UTI89 phage lysis,Siah-1 displacement,Lipid droplet,Lipid droplet cells 6.5 µM
CN(C(=O)c1ccc(S(=O)(=O)N(C)C)cc1)c1ccc2ccccc2c1,-0.1%,3%,-6,711
CN(c1ccc(C(=O)N2CCCCC2)cc1)S(=O)(=O)c1cccs1,-0.5%,0%,-13,724
CCNC(=O)N1CCC(c2nc3ccccc3s2)CC1,0.4%,0%,-1,404
O=C(NC(=S)NCCc1ccccc1)c1ccccc1F,0.4%[50 µM],2%,-9,666
CC(=O)c1ccc(OCc2cc(C(=O)N(C)Cc3ccon3)no2)cc1,0.1%,3%,-2,677
CCOC(=O)C(=O)Nc1ccc(S(=O)(=O)Nc2nccs2)cc1,-0.2%,-4%,5,832
CC(C)Oc1ccccc1C1(c2ccccc2)NC(=O)NC1=O (stereo not given),0.3%,3%,-6,787
O=C(Nc1cccc(Cl)c1)c1ccc2c(c1)OCCO2,-0.1%,1%,7,835
CN(CC(=O)Nc1ccc(Cl)cc1)C1CCCCC1,0.0%,-5%,-10,878
CCc1nn(CC(=O)NCc2cccnc2)c(=O)c2cc3occc3n12,0.1%,-5%,2,742
COc1cc(C(=O)NC(C)CCn2cccn2)ccc1OC1CCN(C(C)=O)CC1 (stereo not given),0.0%,5%,17,690
COc1ccccc1NC(=O)c1ccc(COc2ccccc2Br)o1,0.4%,8%,-18,813
O=C(Nc1cccnc1Cl)c1cc(-c2ccc(F)cc2)on1,1.0%,10%,14,792
O=c1c(NCCc2ccccc2)c(-c2ccccc2)c1=O,0.3%,15%,19,871
O=C(O)C1(c2ccccc2)CCN(S(=O)(=O)c2ccccc2)CC1,0.3%,2%,1,810
CCCOc1ccc(CNC(=O)C2CCN(C(=O)N3CCOc4ccccc43)CC2)cc1,0.6%,0%,-5,757
Oc1ccccc1CN1CCCC(N2CCN(c3cccc(C(F)(F)F)c3)CC2)C1 (stereo not given),4.3%,2%,-5,752
O=C(c1cc(Cl)ccc1F)N1CCCC(Nc2ccc3c(c2)OCCO3)C1 (stereo not given),-0.3%,4%,26,757
COc1ccccc1N1CCN(Cc2cc(=O)c(OCC#N)co2)CC1,-0.2%,-2%,-10,697
COC(=O)c1sccc1NC(=O)Nc1cc(OC)ccc1OC,-0.2%,2%,5,891

# Single records, as listed above. Order of screens: UTI89 phage lysis | Siah-1 displacement | Lipid droplet | Lipid droplet cells 6.5 µM
# Results for `O=C(c1cc(Cl)ccc1F)N1CCCC(Nc2ccc3c(c2)OCCO3)C1` (stereo not given) = -0.3% | 4% | 26 | 757
# Results for `O=C(NC(=S)NCCc1ccccc1)c1ccccc1F` = 0.4%[50 µM] | 2% | -9 | 666
# Results for `O=C(Nc1cccc(Cl)c1)c1ccc2c(c1)OCCO2` = -0.1% | 1% | 7 | 835
# Results for `Oc1ccccc1CN1CCCC(N2CCN(c3cccc(C(F)(F)F)c3)CC2)C1` (stereo not given) = 4.3% | 2% | -5 | 752
# Results for `O=C(O)C1(c2ccccc2)CCN(S(=O)(=O)c2ccccc2)CC1` = 0.3% | 2% | 1 | 810

# Next entries follow.
SMILES,UTI89 phage lysis,Siah-1 displacement,Lipid droplet,Lipid droplet cells 6.5 µM
O=C(NCc1ccc2c(c1)OCO2)Nc1ccc(F)cc1,-0.1%,0%,-2,846
Cc1cc(C(=O)NNC(=O)/C=C/c2ccc(F)cc2)c(C)o1,1.5%,13%,9,845
O=C(Nc1cc(S(=O)(=O)N2CCCCC2)ccc1Oc1ccccc1)C1=COCCO1,1.3%[50 µM],-4%,-1,840
COc1cc(C(=O)N/N=C/c2ccc(OC(=O)c3ccccc3)c(OC)c2)ccc1O,-0.5%[50 µM],6%,13,812
COc1ccc2c(c1)C(=O)N(CCc1ccc(S(=O)(=O)NC(=O)NC3CCCCC3)cc1)C(=O)C2(C)C,-0.1%[50 µM],0%,5,830
COc1ccccc1NC(=O)CCn1c(=O)c2cccn2c2ccccc21,0.1%,3%,-27,666
COc1cccc(CNC(=O)CNS(=O)(=O)c2ccc(Br)s2)c1,0.2%,2%,-11,850
COc1ccc(CCN2CC(C(=O)NCCN3CCNC3=O)CCC2=O)cc1 (stereo not given),0.4%,2%,5,706
Cc1ccc(CNC(=O)CSc2nnc3c(n2)[nH]c2ccc(F)cc23)cc1,0.1%,9%,-1,791
CC(=O)N1CCc2cc(S(=O)(=O)NCc3ccc(C)cc3)ccc21,0.1%,-2%,-15,606
COc1ccc(CC(=O)N2CCN(c3cccc(Cl)c3)CC2)cc1OC,-0.8%,3%,-13,840
O=C(Cc1ccccc1C(=O)O)Nc1cccc2ccccc12,1.3%,-4%,26,805
C=CCNC(=O)c1cc(-c2cccnc2)nc2ccccc12,0.1%,3%,-5,836
O=C(NCc1ccc(F)cc1)c1ccc(Cl)c(NC2=NC3CS(=O)(=O)CC3S2)c1 (stereo not given),-1.9%,1%,2,767
Cc1ccc(C)c(OCC(O)CNC2CCCC2)c1 (stereo not given),1.4%,-1%,-8,806
Cc1ccccc1/C=C1\Sc2ccc(C(=O)N3CCN(c4ccccn4)CC3)cc2N(C)C1=O,0.2%,-8%,-20,831
CC(NC(=O)c1ccccc1F)c1nnc(SCC(=O)Nc2nccs2)n1C (stereo not given),0.2%,-4%,-2,811
CCOc1c(Br)cc(Br)cc1/C=C1\SC(N)=NC1=O,0.3%,1%,4,826
COc1ccc(Nc2cc(Nc3cccc(OC)c3)ncn2)cc1,-0.1%,-3%,21,785
CCOC(=O)Nc1ccc2c(c1)nc1n2CCN(CCOC)C1,0.2%,-2%,-1,817
Cn1c(O)c(N=NC(=O)CNC(=O)/C=C/c2ccccc2)c2ccccc21,0.0%,2%,5,754
Cc1cc(C(c2ccc(O)cc2)c2cc(C)c(O)cc2C)c(C)cc1O,-0.5%,0%,56*,798*
Cc1ccc2c(c1)sc(-c1ccc(N(C)C)cc1)[n+]2C,1.6%,-2%,-145,629
CC(C)NC(=O)C(c1ccc(F)cc1)N(C(=O)CCC(=O)Nc1ccccn1)c1cccc(F)c1 (stereo not given),0.1%,-4%,0,777
O=C(c1cccc(N2C(=O)C3C4C=CC(C4)C3C2=O)c1)N1CCN(c2ccc(F)cc2)CC1 (stereo not given),0.0%,-1%,-22,692
CCOc1cc(/C=N/NC(=O)C(OC)c2ccccc2)ccc1O (stereo not given),-1.0%,4%,5,824
Cc1ccc(-c2n[nH]c(=O)c3ccccc23)c(C)c1,-1.0%,-4%,12,787
COc1ccc(S(=O)(=O)N2CCOCC2)cc1C(=O)N1CCCCC1,0.1%,3%,23,671
Cc1cc2c(cc1S(=O)(=O)N1CCN(c3ccccc3)CC1)OCC(=O)N2,0.1%,0%,13,831
Cc1ccc(S(=O)(=O)n2nc(C)c(S(=O)(=O)N3CCCCC3)c2C)cc1,1.3%,3%,-4,718
CCC1CCCCN1CCCNC(=O)c1cn(CC)c2ccc(S(=O)(=O)N(C)C3CCCCC3)cc2c1=O (stereo not given),0.1%,8%,-16,705
CCOC(=O)N1CCc2c(sc3c2c(=O)n(Cc2ccccc2)c(=O)n3CC(=O)NCC2CCCO2)C1 (stereo not given),0.3%,1%,-20,683
NS(=O)(=O)c1cccc(NC(=O)c2cc(=O)c3ccccc3o2)c1,0.1%,0%,-4,780
CCCCc1c(O)nc(SCC(=O)Nc2cccc3ccccc23)n(-c2ccccc2OC)c1=O,0.4%,2%,5,680
CCC(=O)Nc1ccc(C(=O)OCC(=O)c2cccs2)cc1,0.2%,0%,-3,824
Cc1cccc(NC(=O)c2cc(=O)[nH]c3ccccc23)c1,0.1%,14%,0,822
O=C(O)C1Cc2ccccc2CN1C(=O)c1ccco1 (stereo not given),1.1%,-3%,-2,835
O=C1CNc2ccc(C(=O)N3CCN(c4ccccn4)CC3)cc2N1,0.3%,10%,3,722
Cc1cc(O)ccc1NS(=O)(=O)c1ccc2c3c(cccc13)C(=O)N2,-0.1%,2%,-6,703
NC(=O)c1ccc(NC(=O)CSc2nnc(-c3cccnc3)n2Cc2ccco2)cc1,0.1%,-1%,0,738

# 6 compounds drawn at random from the list so far, as already listed:
SMILES,UTI89 phage lysis,Siah-1 displacement,Lipid droplet,Lipid droplet cells 6.5 µM
O=C(O)C1Cc2ccccc2CN1C(=O)c1ccco1 (stereo not given),1.1%,-3%,-2,835
CN(C(=O)c1ccc(S(=O)(=O)N(C)C)cc1)c1ccc2ccccc2c1,-0.1%,3%,-6,711
CCc1nn(CC(=O)NCc2cccnc2)c(=O)c2cc3occc3n12,0.1%,-5%,2,742
CCC1CCCCN1CCCNC(=O)c1cn(CC)c2ccc(S(=O)(=O)N(C)C3CCCCC3)cc2c1=O (stereo not given),0.1%,8%,-16,705
O=C(Nc1cccc(Cl)c1)c1ccc2c(c1)OCCO2,-0.1%,1%,7,835
O=C(Nc1cccnc1Cl)c1cc(-c2ccc(F)cc2)on1,1.0%,10%,14,792

# Going on with the list:
SMILES,UTI89 phage lysis,Siah-1 displacement,Lipid droplet,Lipid droplet cells 6.5 µM
COCCCn1c(=O)c2sccc2n2c(CCCC(=O)NCc3ccc(F)cc3)nnc12,0.3%,2%,-4,656
COc1cc(NC(=O)C/C(C)=N/NC(=O)C2CCCCC2)c(OC)cc1Cl,-0.1%,1%,5,765
Cc1ccn(CCNC(=O)C2CCC(=O)N(CCc3ccc(Cl)cc3)C2)n1 (stereo not given),0.2%,-5%,-4,641
CCOc1ccc(S(=O)(=O)N2CCC(C(=O)NCc3ccncc3)CC2)cc1C,-0.2%,-5%,4,767
COc1ccccc1N1CCN(C(=O)c2ccc3c(c2)CCN3S(C)(=O)=O)CC1,0.2%,-2%,18,771
O=C(Nc1cccc(O)c1)c1cc(-c2cccs2)on1,-0.3%,5%,2,760
COC(=O)c1c(S(=O)(=O)N2CCOCC2)c(C)n(C)c1C,0.0%,3%,0,810
Cn1c(COc2ccc(Cl)cc2Cl)nnc1SCC(=O)NCC1CCCO1 (stereo not given),0.7%,1%,0,812
CC(C)C(NS(=O)(=O)c1cccc(C(F)(F)F)c1)C(=O)N1CCc2ccccc2C1 (stereo not given),-0.5%,-2%,-33,814
CCN1CCN(C(=O)C2CCC(=O)N(Cc3cccc(C(F)(F)F)c3)C2)CC1 (stereo not given),2.0%[50 µM],1%,-4,784
CCc1ccc(/C(C)=N/NS(=O)(=O)c2ccc(OC)cc2)s1,0.0%,-3%,-4,847
COc1ccc2oc(=O)c(C(=O)N3CCN(C(=O)c4ccco4)CC3)cc2c1,0.2%,-3%,-1,642
C=CCn1c(SCC(=O)N2CCOCC2)nnc1C(C)NC(=O)c1ccccc1 (stereo not given),1.1%[50 µM],-3%,-43,668
CCCc1cc(CNC(=O)C2CCC(=O)N(CCc3cccc(F)c3)C2)on1 (stereo not given),0.1%,8%,-23,744
O=C(O)C1CCN(C(=O)CSc2nc3ccccc3c(=O)n2Cc2ccccc2)CC1,0.3%,2%,1,814
O=C(NC12CC3CC(CC(C3)C1)C2)c1cccc(OC(F)F)c1,0.2%,-5%,-8,815
C#CCN(Cc1ccco1)C(=O)c1ccc(OC2CCN(Cc3ccccn3)CC2)cc1,0.0%,-6%,-25,637
O=C(c1ccc(CS(=O)c2ccc(F)cc2)o1)N1CCN(C2CCCCC2)CC1 (stereo not given),2.0%,6%,9,686
O=C1CN(C(=O)c2ccc3nc(Cc4cccc(Cl)c4)oc3c2)CCN1,-0.1%,-1%,-5,704
Cc1ccc(N(C)C(=O)CCS(=O)(=O)c2ccc3c(c2)oc(=O)n3C)cc1,0.3%,1%,7,746
Cc1cc(S(=O)(=O)N2CCOCC2)ccc1OCC(=O)Nc1ccc(F)cc1,0.5%,0%,7,765
O=C(Nc1sc2c(c1C(=O)O)CCCC2)c1cccc(Cl)c1,-1.5%[50 µM],-6%,6,794
O=C(/C=C/c1ccc([N+](=O)[O-])o1)NNC(=O)c1ccc(F)cc1,0.1%,16%,-82,473
CSCC[C@H](NC(=O)N1CCn2c1nc1ccccc12)C(=O)N[C@@H](C(=O)O)c1ccccc1,0.8%,-1%,-13,777
Cc1ccc2sc(N(CCN(C)C)C(=O)/C=C/c3cccs3)nc2c1C,8.1%,10%,4,660
